Diaph inh CS: counter-screen for diaphorase-based assays: diaphorase inhibitors and chemical oxidizers. diaphorase resazurin-to-resorufin fluorescence, NADH, 16 min; bacterial (C. kluyveri) enzyme, not human. inhibition, % at 20 µM. 0.69% of 190,000 active. AID 1217;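 active means primary screen inhibition at 20 µM above a set limit, cut at about 50% in these data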;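 further: plate controls were DMSO with full reaction for no effect and wells lacking NADH for full effect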
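Assay system: diaphorase enzyme from Clostridium kluyveri. Quantity: enzyme working solution with 0.14 U/mL diaphorase. Schedule: reaction incubation of 16 min at room temperature. Technique: resorufin fluorescence, excitation 544 nm, emission 590 nm. Controls: No-NADH positive control and DMSO neutral control.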
PMI activator: increases human mannose-6-phosphate isomerase activity; activation factor at 20 µM; purified human PMI, coupled resazurin fluorescence, 20 min; active compounds read high; 1 = vehicle control, 0 substrate-free wells; 0.005% of 190,000 active; AID 1214;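 active means activation factor of 2 or more at 20 µM, relative to plate controls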
Target sequence (P34949 whole entry, looked up): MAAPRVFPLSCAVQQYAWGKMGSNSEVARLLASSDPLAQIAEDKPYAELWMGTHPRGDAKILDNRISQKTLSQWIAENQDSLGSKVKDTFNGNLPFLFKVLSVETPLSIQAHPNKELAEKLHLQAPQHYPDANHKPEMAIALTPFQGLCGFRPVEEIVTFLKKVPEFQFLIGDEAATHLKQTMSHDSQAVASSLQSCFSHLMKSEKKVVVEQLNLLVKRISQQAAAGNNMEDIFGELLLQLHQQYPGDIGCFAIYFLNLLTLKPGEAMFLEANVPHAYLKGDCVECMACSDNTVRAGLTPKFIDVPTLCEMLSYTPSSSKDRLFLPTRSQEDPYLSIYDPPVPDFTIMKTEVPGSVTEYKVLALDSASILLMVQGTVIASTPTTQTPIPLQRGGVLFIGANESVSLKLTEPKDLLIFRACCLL
Diaph act CS: counter-screen for diaphorase-based assays: diaphorase activators and chemical reducers. AID 1229. 0.005% of 190,000 active. Diaphorase/resazurin coupled assay, resorufin fluorescence, 16 min; active compounds read high; 1 = vehicle wells, 0 = NADH-free wells. activation factor at 20 µM;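 active means diaphorase activity raised at least twofold by the compound at 20 µM; inactive means activation factor below 2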
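test system = bacterial diaphorase enzyme (C. kluyveri) | quantity = enzyme 0.07 U/mL final | reagent = NADH substrate 0.114 mM plus resazurin dye 0.1 mM, final | incubation = 16 min enzyme reaction, ambient temperature | buffer or medium = HEPES pH 7.4 buffer with MgCl2 and Tween 20 | signal = fluorescence of resorufin, 544 nm excitation, 590 nm emission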
TLR4-MyD88 BLA: inhibitors of human TLR4-MyD88 binding; HeLa CL3-4 TLR4/MyD88 BLA complementation, FRET ratio; 0.18% of 200,000 active; inhibition, % at 8.4 µM; O00206+Q99836; AID 861; in the data active means inhibition above about 25%;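 further: 0% = vehicle and 100% = reference inhibitor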
L major viab: reduces viability of Leishmania major promastigotes; inhibition, % at 10 µM; 9% of 200,000 active; resazurin fluorescence viability; AID 1063;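 further: promastigotes grown with compound for 44 hours at 28 °C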
G6PDH CS: L. mesenteroides G6PDH inhibition counter-screen; Purified L. mesenteroides G6PDH, diaphorase/resazurin coupled fluorescence, 45 min; inhibition, % at 5 µM; 0.12% of 200,000 active
RAM inhibit: blocks the yeast RAM network; 1.8% of 190,000 active; S. cerevisiae dse1pr::URA3 reporter, 5-FOA growth OD615, 2 d; analog-sensitive cbk1-as2 kinase mutant strain; inhibition, % at 50 µM; AID 868;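 active means inhibition above a set limit, 3 SD over mean compound inhibition, cut at about 8.4% in these data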;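 further: 0% = DMSO-only wells with no growth and 100% = 10 µM 1-NA-PP1 full growth; inhibition rescues growth on 5-FOA so higher OD means more RAM inhibition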
PMI act hi M6P: increases human PMI activity with near-saturating mannose 6-phosphate; P34949; AID 1216; activation factor at 20 µM; coupled PMI enzyme assay, resazurin fluorescence, 20 min; active compounds read high; 1 = untreated enzyme, 0 = substrate-free blank; 0.34% of 190,000 active;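 active means activation factor of 2 or more at 20 µM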
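test system = human PMI in coupled enzyme assay | medium = HEPES-buffered pH 7.4 with magnesium and detergent | also added = 1.0 mM mannose-6-phosphate substrate with 0.22 mM NADP+ | compound = 20 µM single dose | times = 20 min incubation at room temperature | measured by = resorufin fluorescence (Ex 544/Em 590 nm) from resazurin via diaphorase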
DTT redox prof: compounds producing H2O2 with reducing agent – biochemical, NIH compound library profiling, artefact control for MLSCN library redox annotation, primary screen; DTT-dependent redox cycling H2O2, phenol red/HRP absorbance; 100% = 100 µM peroxide control, 0% = buffer; activation, % at 10 µM; 0.03% of 200,000 active; AID 878;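 active means activation of at least 50% relative to the plate's high and low controls in the primary single-dose screen; inactive means activation below 50%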;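 further: compound incubated with DTT at 0.8 mM final as the reducing agent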
Hsp70 act: transcriptional activators of Hsp70. HeLa Hsp70 promoter luciferase reporter, luminescence; scaled: vehicle 0, proteasome-inhibitor control 100%. activation, % at 10 µM. 0.04% of 200,000 active. AID 1203;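 active means activation above the mean across all tested compounds plus 3 SD, cutoff set per campaign, cut at about 5.5% in these data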;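 further: 100% = MG132 at 30 µM as the positive control and 0% = DMSO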
S1P3 antag: S1P3 (human) receptor antagonism; 0.27% of 170,000 active; Q99500; inhibition, % at 4.98 µM; CHO S1P3 NFAT-BLA reporter, FRET fluorescence, antagonist mode;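 active means inhibition above the plate cutoff, the mean inhibition of test wells on that plate plus 3 SD, cut at about 28% in these data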;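 further: cells challenged with S1P at its EC80 of 0.8 µM; blue over green emission ratio from cleaved BLA substrate after 4 h stimulation; 0% = S1P-stimulated wells and 100% = unstimulated DMSO-only wells; some compounds past the cut are filed as inactive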
Target sequence (Q99500 whole entry, looked up): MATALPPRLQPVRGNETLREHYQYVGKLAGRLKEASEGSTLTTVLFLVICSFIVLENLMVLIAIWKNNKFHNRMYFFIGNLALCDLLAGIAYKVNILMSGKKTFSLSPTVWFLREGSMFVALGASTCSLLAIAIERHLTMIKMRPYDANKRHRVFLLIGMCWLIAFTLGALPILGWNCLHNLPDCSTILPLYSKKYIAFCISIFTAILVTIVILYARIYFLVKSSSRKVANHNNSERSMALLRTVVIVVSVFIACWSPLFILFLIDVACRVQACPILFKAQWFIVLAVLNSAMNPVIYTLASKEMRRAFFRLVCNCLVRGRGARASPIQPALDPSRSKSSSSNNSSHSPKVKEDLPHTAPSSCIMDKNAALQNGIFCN
Starred values were filed as active, the others as inactive; / = not tested or not shown. Unless noted, no stated cut-off is given here; in the data, active means inhibition above about 50%; inactive means the rest.

mol,Diaph inh CS,PMI activator,Diaph act CS,TLR4-MyD88 BLA,L major viab,G6PDH CS,RAM inhibit,PMI act hi M6P,DTT redox prof,Hsp70 act,S1P3 antag
Cn1cnc2cc(NC(=O)c3ccco3)ccc21,7,0.9,0.9,8,-3,3,1.9,0.9,0.9,0.1,-1
CCN(CC)S(=O)(=O)c1ccc(C)c(NC(=O)COc2ccc(Cl)cc2Br)c1,8,1,0.9,15,-3,-11,2.7,1.1,1.1,-0.1,-10
CCOC(=O)c1[nH]c2ccc(Br)cc2c1NC(=O)CCN1CCN(C(=O)OCC)CC1,14,0.9,0.9,5,9,-1,2.4,0.9,-0.6,-0.1,/
O=C(NC1CCCCC1)C1CN(S(=O)(=O)c2ccccc2)CCN1S(=O)(=O)c1ccccc1 (stereo not drawn),16,1,0.8,-7,19,3,0.4,1,2.3,-0.6,1
O=c1cc(NS(=O)(=O)c2ccccc2)nc(SCc2ccccc2Cl)[nH]1,3,0.9,1,17,0,-12,1.7,1.1,0.8,-0.3,-17
Cc1ccc(Cl)c2c1NC(=O)C2(O)CC(=O)c1ccc(Br)cc1 (stereo not drawn),0,1,1,-3,-10,4,0.5,1,-0.3,0.1,/
Cc1cc(C)n2nc(CC(=O)NC3CCCC(C)C3C)nc2n1 (stereo not drawn),12,1.1,0.9,3,0,1,0.3,1.1,2.5,-0.2,/
Clc1ccc(OCCN2CCN(c3ncnc4sccc34)CC2)cc1,20,0.8,0.8,-4,-5,-27,2.3,0.9,-2.2,0.0,64*
c1ccc(C2(Cn3ccc4ccccc43)OCCO2)cc1,17,0.9,0.8,-9,1,8,0.9,0.9,0.4,-0.1,-26
COC(=O)CSc1nc(C)c(C(C)=O)cc1C#N,0,1,1,-5,-3,-16,0.9,1.1,0.4,-0.2,/
Cc1ccc(NC(=O)Cn2ccsc2=N)cc1S(=O)(=O)N(C)C,-5,1.2,1.1,0,0,-3,-0.9,1.1,-2.3,0.1,0
O=C(COC(=O)c1ccc(Br)cc1)NCCN1C(=O)CSC1=O,10,1.1,0.9,-13,-8,6,0.2,1,-1.4,-0.3,-16
Cc1cc(C(=O)NCCCN2CCOCC2)n(-c2ccccc2)n1,11,0.9,0.9,-4,-5,-7,1.2,0.9,-0.8,-0.3,-4
Cc1ccccc1N(CC(N)=O)S(C)(=O)=O,11,1,0.9,3,1,-2,1.4,1,1.9,-0.1,21
CN(CCC1CCOCC1)C(=O)CC1C(=O)NCCN1Cc1ccoc1 (stereo not drawn),4,0.9,1,-7,1,7,1.0,1,-1.0,0.0,-14

(further entries)
mol,Diaph inh CS,PMI activator,Diaph act CS,TLR4-MyD88 BLA,L major viab,G6PDH CS,RAM inhibit,PMI act hi M6P,DTT redox prof,Hsp70 act,S1P3 antag
CC(C)n1nnc2ccccc2c1=O,-8,1,1.1,-13,-7,1,2.3,1.1,-4.1,-0.3,/
COc1cccc(NC(C)C(=O)Nc2cc([N+](=O)[O-])ccc2Cl)c1 (stereo not drawn),20,1,0.8,5,23,9,2.5,0.9,-1.1,-0.1,0
CCC(=O)Nc1cccc(-c2nc3ccccc3c(=O)o2)c1,0,1,1,-8,-1,0,1.6,1,2.0,0.2,-22
Cc1ccc(-c2cc(C(=O)NCCCn3ccnc3)no2)cc1,0,0.9,1,-2,12,1,1.4,1,-0.4,-0.2,4
COc1ccc(OC)c(C(=O)c2ccc(C(=O)c3cc(OC)ccc3OC)cc2)c1,21,0.9,0.8,-3,-2,-3,5.2,1,-1.4,0.1,/
C=C(C)C(=O)NNc1ccccc1,-13,1.5,1.1,-8,8,11,-0.1,1.2,-0.7,0.1,-14
COc1ccccc1N1CCN(C(=O)c2c(-c3ccccc3Cl)noc2C)CC1,7,1,0.9,16,8,4,1.2,1,-0.8,-0.4,-4
Cc1ccc2[nH]c(=O)c(CNS(=O)(=O)c3ccccc3)c(-c3ccccc3)c2c1,19,0.8,0.8,-1,45,-10,6.6,0.9,0.0,0.1,-2
CCOC(=O)C1(Cc2cccc(F)c2)CCN(CC2CC2)CC1,8,0.9,0.9,-4,5,23,1.2,0.9,-0.5,-0.2,0
CCN(CC)c1ccc(S(=O)(=O)N2CCOCC2)cc1NC(=O)CN1CCc2ccccc2C1,-2,0.9,1,-22,17,12,0.5,1,-0.1,-0.2,-8
COc1ccccc1Nc1ccc(C(=O)O)cc1[N+](=O)[O-],-4,1.1,1,-9,-5,5,2.5,1.2,-0.4,-0.4,-2
CCOC(=O)c1cc(-c2nnc(-c3cc(OC)c(OC)c(OC)c3)o2)c(C)nc1C,/,/,/,-2,6,/,/,/,0.4,0.1,7
Clc1ccccc1Nc1c2c(nc3ncnn13)CCC2,15,1,0.9,4,4,1,1.9,1,-0.2,-0.3,-37
O=C(CC1C(=O)NCCN1Cc1ccc(F)cc1)NCCCn1cccn1 (stereo not drawn),/,/,/,8,-8,12,2.2,/,0.9,0.1,-13
CCOC(=O)N1CCN(c2nc(-c3cccc(OC)c3)cc(C(F)(F)F)n2)CC1,26,0.9,0.7,3,10,-5,12*,0.9,-0.4,-0.2,/

Other entries:
mol,Diaph inh CS,PMI activator,Diaph act CS,TLR4-MyD88 BLA,L major viab,G6PDH CS,RAM inhibit,PMI act hi M6P,DTT redox prof,Hsp70 act,S1P3 antag
CCOc1ccc2[nH]c(=O)c(CN(Cc3cccs3)C(CC)c3nnnn3C(C)(C)CC)cc2c1 (stereo not drawn),35,0.9,0.7,6,75*,-7,3.3,0.7,0.2,-0.5,16
O=C1CCN(C(=O)c2ccccc2)C2CCCCC12 (stereo not drawn),5,1,1,-5,-4,1,1.0,1,-0.3,-0.3,11
CCOc1ccccc1NS(=O)(=O)c1cn(C)nc1C,-8,1.1,1.1,-12,-8,3,1.5,1.1,-0.2,0.2,-17
CCOC(=O)c1cnc2cc(-c3ccc(C(C)(C)C)cc3)nn2c1N,2,1.1,1,-1,0,0,5.5,1,1.2,0.1,/
Cc1ccc(CCNC(=O)C2CCN(S(=O)(=O)c3ccc4c(c3)CCC(=O)N4)CC2)cc1,9,0.9,0.9,-8,-4,-8,6.2,0.9,-0.1,-0.3,-12
Cc1nc(NC(=S)NC(=O)c2ccccc2)sc1C(=O)N(C)C,23,1.1,0.8,6,-4,7,0.8,1.1,-1.5,-0.3,/
Cc1ccc(OCC(=O)NCC2CCCO2)c(C)c1 (stereo not drawn),15,0.9,0.8,-2,-2,10,-1.7,0.9,0.0,-0.1,-8
Nc1cccc(-c2nc3ccccc3s2)c1,14,1,0.9,7,-6,2,1.8,1,0.8,0.3,/
CCC(=O)NNc1nc2c(Cl)cccc2s1,14,0.9,0.9,-18,-4,2,1.8,0.9,-0.3,0.7,-6
CN1C(=O)c2ccccc2C(C(=O)NCC2CCCO2)C1c1c[nH]c2ccccc12 (stereo not drawn),7,0.9,0.9,-7,3,2,0.3,1,0.0,-0.1,/
COc1cc(C(=O)OCc2cc3ccccc3[nH]c2=O)cc(OC)c1OC,6,1,0.9,4,-4,-5,2.2,1,2.2,-0.3,7
CC(=O)N(Cc1ccc(F)cc1)c1cccc(C)c1C,14,0.9,0.9,0,-1,19,-0.1,0.9,0.6,0.1,5
CCc1cccc(Nc2cc(C)nc3nc(C)nn23)c1,2,1,1,-13,-6,2,1.4,1,-1.0,-0.3,-22
c1ccc(Cn2ncc3ccccc32)cc1,5,1,1,16,-8,15,-0.9,1,-2.4,-0.2,-2
O=C(N/N=C/c1ccc(OC2CSC2)cc1)c1ccc(CN2CCOCC2)cc1,-8,1.1,1.1,0,-2,-4,2.9,1.1,-0.5,-0.4,15

Continuation.
mol,Diaph inh CS,PMI activator,Diaph act CS,TLR4-MyD88 BLA,L major viab,G6PDH CS,RAM inhibit,PMI act hi M6P,DTT redox prof,Hsp70 act,S1P3 antag
CN1C(=S)SC(/[N+]([O-])=C\c2ccco2)C1(C)C (stereo not drawn),11,0.9,0.9,6,3,4,0.8,1,0.6,-0.1,-8
Cc1cc(-c2ccccc2)nc(N(C)NC(=O)c2ccc(Cl)cc2)c1S(C)(=O)=O,10,0.9,0.9,2,10,10,2.5,1,0.1,-0.5,/
O=C(Cn1c(=O)n2ncnc2c2c3c(sc21)CCCC3)c1ccccc1,13,0.9,0.9,6,74*,-28,6.3,0.9,1.7,-0.1,-2
CC(=O)N1CCN(C(=S)NC(=O)C23CC4CC(CC(C4)C2)C3)CC1,6,1.1,0.9,-5,-8,11,1.4,1,-1.5,-0.4,2
CCC(CC)C(=O)Nc1cccc(C(=O)Nc2nccs2)c1,4,1.1,1,5,0,3,0.7,1.1,3.0,-0.5,/
CN(C)CCCN(C(=O)c1sc2ccccc2c1Cl)c1nc2c(F)cccc2s1,-8,1,1.1,11,-3,-23,-1.4,1,0.5,-0.2,-7
COc1ccc(OCC(=O)N2CCN(c3cccc(Cl)c3)CC2)cc1,11,1,0.9,4,15,2,1.5,1,0.0,-0.1,/
CCCCC(CC)CNC(=O)c1cc2ccccc2c(=O)o1 (stereo not drawn),12,0.9,0.9,1,-2,-2,0.5,0.9,-0.3,-0.1,-2
CCN(CC(=O)Nc1c(C(=O)OC)[nH]c2ccccc12)c1ccc2c(c1)OCO2,23,0.7,0.8,0,9,-17,0.4,0.8,0.7,0.0,7
COC(=O)/C=C/C(=O)N1CCN(c2ccccc2)CC1,7,1.2,0.9,0,25,14,1.1,1.1,0.1,0.0,-3
COc1ccc(-c2cc(C(=O)O)c(C)o2)cc1OC,-8,1,1.1,-8,-11,-3,-0.1,1.1,2.9,-0.3,-2
COC(=O)CCn1c(C)cc(C(=O)COc2ccccc2C(N)=O)c1C,19,1.1,0.8,10,-7,6,2.1,1,0.0,-0.3,-12
COc1ccccc1-c1c(C#N)c(N)nc2c1CCc1ccccc1-2,27,0.7,0.7,-11,87*,20,3.2,0.7,-0.1,-0.3,-9

Compound activity from PubChem BioAssay.

Hits appear at their usual frequency. Share with any hit: about 12%.
